TNAP inh noacc – blocks human TNAP activity with no phosphate acceptor present; purified TNAP, CDP-star luminescence, 30 min; inhibition, % at 20 µM; hit rate 0.26% among 200,000; AID 1012;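 active means tissue-nonspecific alkaline phosphatase inhibition above about 50% at 20 µM in the single-dose screen, limit read from the data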;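 further: 0% = DMSO negative control and 100% = EDTA positive control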
Target sequence (P05186 whole entry, looked up): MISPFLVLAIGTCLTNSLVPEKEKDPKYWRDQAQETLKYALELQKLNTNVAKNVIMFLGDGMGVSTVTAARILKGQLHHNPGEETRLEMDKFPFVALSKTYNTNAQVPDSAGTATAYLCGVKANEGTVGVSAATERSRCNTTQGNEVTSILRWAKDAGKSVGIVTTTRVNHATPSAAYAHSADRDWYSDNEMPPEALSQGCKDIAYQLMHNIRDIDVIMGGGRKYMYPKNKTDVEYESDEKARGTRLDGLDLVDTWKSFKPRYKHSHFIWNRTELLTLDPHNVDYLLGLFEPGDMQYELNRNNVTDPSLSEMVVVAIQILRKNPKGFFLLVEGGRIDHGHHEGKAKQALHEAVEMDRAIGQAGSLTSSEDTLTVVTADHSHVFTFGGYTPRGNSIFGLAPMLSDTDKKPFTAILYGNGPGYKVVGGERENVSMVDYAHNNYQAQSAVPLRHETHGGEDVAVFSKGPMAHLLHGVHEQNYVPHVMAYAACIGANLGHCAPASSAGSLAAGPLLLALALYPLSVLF
Diaph inh CS – counter-screen for diaphorase-based assays: diaphorase inhibitors and chemical oxidizers. diaphorase resazurin-to-resorufin fluorescence, NADH, 16 min; bacterial (C. kluyveri) enzyme, not human. inhibition, % at 20 µM. hit rate 0.69% among 190,000. AID 1217;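 active means primary screen inhibition at 20 µM above a set limit, cut at about 50% in these data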;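 further: plate controls were DMSO with full reaction for no effect and wells lacking NADH for full effect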
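Test system: bacterial diaphorase enzyme (C. kluyveri); Quantity: 0.14 U/mL diaphorase, enzyme working solution; Times: reaction incubation of 16 min at room temperature; Measured by: fluorescence of resorufin formed from resazurin, Ex 544/Em 590 nm; Benchmarks: positive control minus NADH, DMSO neutral control.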
TNAP act hiacc – increases human TNAP activity under high phosphate acceptor concentration | P05186 | purified TNAP, CDP-star luminescence, 1 M DEA, 30 min; active compounds read high; 0 = EDTA background, 1 = DMSO-only activity | activation factor at 20 µM | 200,000 tested, under 10 active;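 active means activation factor at least 2 at 20 µM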
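system = human TNAP | amount = enzyme diluted 1/800 final | reagent = 100 µM CDP-star substrate | signal = luminescent substrate turnover signal | dosing = one dose, 20 µM | benchmarks = EDTA negative control, DMSO positive control | measure = activation factor | timing = 30 min reaction, room temperature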
HMGR II inh – E. faecalis class II HMG-CoA reductase inhibition | purified E. faecalis HMGR, NADPH absorbance 340 nm kinetic | inhibition, % at 10 µM | hit rate 0.41% among 190,000 | AID 1066;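 active means inhibition above a set limit, the median over all tested compounds plus 3 SD, cut at about 9.5% in these data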;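 further: enzyme runs in reverse so mevalonate oxidation gives rising NADPH absorbance; 0% = complete reaction with DMSO and 100% = background rate lacking mevalonate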
PMI activator – increases human mannose-6-phosphate isomerase activity; P34949; purified human PMI, coupled resazurin fluorescence, 20 min; active compounds read high; 1 = vehicle control, 0 substrate-free wells; activation factor at 20 µM; hit rate 0.005% among 190,000; AID 1214;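 active means activation factor of 2 or more at 20 µM, relative to plate controls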
FLuc stim CS – firefly luciferase counter-screen for stimulation assays; ATPlite luciferase biochemical, luminescence, 10 min; 0 = ATP-free wells, 1 = DMSO control; activation factor at 10 µM; 200,000 tested, under 10 active;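 active means luciferase activation factor, scaled between plate controls, of at least 2 with compound at 10 µM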
Target sequence (P08659 whole entry, looked up): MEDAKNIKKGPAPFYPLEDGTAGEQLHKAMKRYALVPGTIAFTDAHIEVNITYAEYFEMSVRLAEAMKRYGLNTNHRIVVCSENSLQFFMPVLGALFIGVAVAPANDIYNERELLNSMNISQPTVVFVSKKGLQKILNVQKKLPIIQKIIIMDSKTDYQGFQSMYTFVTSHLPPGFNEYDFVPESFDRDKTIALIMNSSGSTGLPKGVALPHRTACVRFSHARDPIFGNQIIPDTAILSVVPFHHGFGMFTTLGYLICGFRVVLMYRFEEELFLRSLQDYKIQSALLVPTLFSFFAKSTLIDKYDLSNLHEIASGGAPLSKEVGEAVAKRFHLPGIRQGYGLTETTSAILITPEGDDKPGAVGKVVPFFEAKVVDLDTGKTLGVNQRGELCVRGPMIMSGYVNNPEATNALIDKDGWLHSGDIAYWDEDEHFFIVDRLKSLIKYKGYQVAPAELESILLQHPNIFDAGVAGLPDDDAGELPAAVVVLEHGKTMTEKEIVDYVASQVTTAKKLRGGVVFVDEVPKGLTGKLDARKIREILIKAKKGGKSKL
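Material: Luciferase/luciferin reagent mix; Doses: test compounds dosed from 2 mM stocks in 100% DMSO; Schedule: 10 min incubation after luciferase reagent addition, room temperature; Measured by: luminescence from luciferase reaction; Read-out: luminescence gain marking luciferase activators.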
G6PDH counter – inhibits Leuconostoc G6PDH, flagging false hits in G6PDH-based assays | Purified L. mesenteroides G6PDH, diaphorase/resazurin coupled fluorescence, 45 min | inhibition, % at 5 µM | hit rate 0.12% among 200,000 | AID 1020; in the data active means inhibition above about 50%
TNAP inh hi DEA – inhibitors of human TNAP at high phosphate acceptor concentration. purified TNAP, CDP-star luminescence, 1 M DEA. AID 1135. inhibition, % at 20 µM. hit rate 0.03% among 200,000;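 active means over 50% inhibition of tissue-nonspecific alkaline phosphatase at 20 µM in the single-dose screen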;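 further: plate controls were DMSO wells for no effect and EDTA-quenched wells as full inhibition for full effect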
Diaph act CS – counter-screen for diaphorase-based assays: diaphorase activators and chemical reducers | activation factor at 20 µM | Diaphorase/resazurin coupled assay, resorufin fluorescence, 16 min; active compounds read high; 1 = vehicle wells, 0 = NADH-free wells | hit rate 0.005% among 190,000;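 active means diaphorase activity raised at least twofold by the compound at 20 µM; inactive means activation factor below 2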
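Material: Purified diaphorase enzyme from Clostridium kluyveri | Buffer or medium: 50 mM HEPES pH 7.4 with 4.542 mM MgCl2, 0.005% Tween 20 | Times: 16 min enzyme reaction, ambient temperature | Signal: Red resorufin fluorescence at 544/590 nm excitation/emission | Measure: Increased resorufin signal from activators or reducing compounds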
PMI act hi M6P – activators of human phosphomannose isomerase at near-saturating mannose 6-phosphate. hit rate 0.34% among 190,000. activation factor at 20 µM. AID 1216. coupled PMI enzyme assay, resazurin fluorescence, 20 min; active compounds read high; 1 = untreated enzyme, 0 = substrate-free blank;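 active means activation factor of 2 or more at 20 µM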
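Material: human phosphomannose isomerase with PGI, G6PDH, diaphorase coupling enzymes. Quantity: 15 ng/mL PMI. Medium: HEPES pH 7.4 buffer with MgCl2 and Tween-20. Reagent: Near-saturating mannose-6-phosphate, 1.0 mM. Compound: 20 µM single dose. Times: enzyme reaction with compound 20 min at room temperature. Detection: resorufin fluorescence at Ex 544/Em 590 nm.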
Numbers without * were called inactive. Outcome played no part in choosing rows, and some 1.7% of all compounds hit somewhere here.

Start of the data: the first five entries (preview)
SMILES	TNAP inh noacc	Diaph inh CS	TNAP act hiacc	HMGR II inh	PMI activator	FLuc stim CS	G6PDH counter	TNAP inh hi DEA	Diaph act CS	PMI act hi M6P
Cc1ccc(-n2cc(C(C)(C)C)[nH]c2=S)cc1	-5.3	11.5	1.1	-5.6	1	1	-1.8	-7.4	0.9	1
CCc1ccc2oc(-c3cc(N=Cc4cccc(OC)c4O)ccc3O)nc2c1	-60.6	6.9	0.9	3.7	1	0.2	-35.8	6.8	0.9	1
C=C1N(c2ccccc2)C(=O)OC1(C)C	-3.5	13.8	1	-9.8	0.8	1.1	0.2	-4.0	0.9	0.9
COc1ccc(-c2nc3ccccc3c(=O)n2NC(=S)N(C)C)cc1	-26.8	18.5	1	-5.0	0.4	1	0.3	-2.6	0.8	0.6
CCOc1ccc(CNc2ccc(S(N)(=O)=O)cc2)cc1	-15.8	1.2	1	-4.8	1	1	-1.1	-4.2	1	1.1

All compounds of this part (from the top)
SMILES	TNAP inh noacc	Diaph inh CS	TNAP act hiacc	HMGR II inh	PMI activator	FLuc stim CS	G6PDH counter	TNAP inh hi DEA	Diaph act CS	PMI act hi M6P
Cc1ccc(-n2cc(C(C)(C)C)[nH]c2=S)cc1	-5.3	11.5	1.1	-5.6	1	1	-1.8	-7.4	0.9	1
CCc1ccc2oc(-c3cc(N=Cc4cccc(OC)c4O)ccc3O)nc2c1	-60.6	6.9	0.9	3.7	1	0.2	-35.8	6.8	0.9	1
C=C1N(c2ccccc2)C(=O)OC1(C)C	-3.5	13.8	1	-9.8	0.8	1.1	0.2	-4.0	0.9	0.9
COc1ccc(-c2nc3ccccc3c(=O)n2NC(=S)N(C)C)cc1	-26.8	18.5	1	-5.0	0.4	1	0.3	-2.6	0.8	0.6
CCOc1ccc(CNc2ccc(S(N)(=O)=O)cc2)cc1	-15.8	1.2	1	-4.8	1	1	-1.1	-4.2	1	1.1
NC(=S)N/N=C/c1ccccc1[N+](=O)[O-]	-1.2	15.5	1	-0.7	0.8	1	12.4	-2.9	0.8	0.9
CCCC1=C(C(=O)OCC)C(c2ccc(OC)c(CSc3ccccn3)c2)C(C#N)=C(N)O1 (configuration not stated)	-1.4	22.2	1	2.3	0.7	1	11.0	-3.4	0.8	0.8
O=C(NCN1CCCCC1)c1cccnc1	-13.5	3.8	1	0.5	1	1.1	-11.5	-4.2	1	1
CCOC(=O)c1cncc(NC(=O)c2ccccc2)c1	-7.2	3.1	1	1.4	1	1.1	-4.8	-3.8	1	1
O=C(/C=C/c1ccc(Cl)cc1)NCc1cccs1	-8.1	9.9	1	-0.4	1	1	0.5	-3.9	0.9	1
O=c1oc2cc(O)ccc2c2ccccc12	-13.7	16.7	1.1	-0.2	1.1	1	-8.6	-7.0	0.8	1.2
COC(=O)CC1COc2ccccc2N1C(=O)c1cccc(Cl)c1 (configuration not stated)	-9.8	-10.4	1	-2.3	1	1	5.4	-1.7	1.1	1
CC12CN(C(=O)c3ccco3)CC(c3ccccc3)(CN(C(=O)c3ccco3)C1)C2=O	-19.6	4.6	1	-2.4	1	1	8.0	-1.4	1	1
O=C(COC(=O)CCC(=O)c1cccs1)Nc1ccccc1[N+](=O)[O-]	-14.9	5.7	1	-2.1	1	1	-0.3	-4.0	0.9	1.1
CCN(CC)S(=O)(=O)c1cccc(C(=O)NCc2ccccc2)c1	-10.3	15.6	1.1	-0.4	0.9	1	4.6	-6.3	0.8	1
CCC(=O)Nc1cccc(C(=O)/C=C/c2ccccc2)c1	-6.5	9.9	1	-0.9	0.9	0.9	1.5	0.7	0.9	0.9
Cc1c(-n2c(O)c(C3=c4ccccc4=NC3=O)sc2=O)c(=O)n(-c2ccccc2)n1C	7.2	5.7	1	-9.9	1	1.1	7.0	-1.1	0.9	1
C=CCn1c(N2CCOCC2)nc2c1c(=O)[nH]c(=O)n2C	-8.4	12.1	1.1	0.9	1.1	1.1	1.2	-6.9	0.9	1.1
Cc1ccccc1N(C(=O)Cc1c[nH]c2ccccc12)C(C(=O)NC1CCCCC1)c1ccco1 (configuration not stated)	-12.9	9.1	1	-6.3	1	1.1	2.7	-4.4	0.9	1
Cn1cc(Cl)c(-c2nc3ccccc3[nH]2)n1	-20.4	-1.0	1.1	-0.2	1	0.7	13.2	-7.5	1	1.1
Cc1ccc(C)c(NCc2ccccc2CO)c1	-6.3	16.1	1	-4.9	1	1.1	8.4	-4.7	0.8	0.9
O=C(c1cc(N2C(=O)C3C4CCC(C4)C3C2=O)ccc1Cl)N1CCN(c2ccc(F)cc2)CC1 (configuration not stated)	-10.4	4.9	1	-3.5	0.9	1	8.2	-2.6	1	1
CCCCSc1nc2c(cnn2-c2ccc(C)c(C)c2)c(=O)[nH]1	-3.7	-5.8	1	-10.4	1	1	-0.5	0.1	1.1	1.1
Cc1c(Br)cc(C(=O)NC2CCCCC2)c(C)c1C	-9.8	10.9	1	-7.3	1	1.1	3.5	-2.4	0.9	1
Cc1cccc(NC(=O)N2CCC(c3nc4ccccc4o3)CC2)c1	-13.2	4.0	1.1	-1.0	1.2	1	1.2	-5.2	1	1.1
SMILES	TNAP inh noacc	Diaph inh CS	TNAP act hiacc	HMGR II inh	PMI activator	FLuc stim CS	G6PDH counter	TNAP inh hi DEA	Diaph act CS	PMI act hi M6P
O=C(NCCCN1CCN(c2ccccc2F)CC1)C1CCCN(S(=O)(=O)c2cnc[nH]2)C1 (configuration not stated)	-4.3	-4.3	1.1	-5.4	1.1	1	8.1	-6.9	1	1.1
CCOCCCNC(=O)C(NC(=O)c1ccc(=O)[nH]c1)c1ccccc1 (configuration not stated)	-12.5	19.1	1	-5.4	0.9	1	3.2	-2.5	0.8	1
CCCCn1c(CN2C(=O)c3ccccc3C2=O)nc2ccccc2c1=O	-7.3	24.2	1	-1.7	0.9	1.1	-0.2	-2.8	0.8	0.9
Cc1ccc(-c2nnc3ccc(SCC(=O)N4CCc5ccccc54)nn23)cc1	4.0	16.9	1	-8.6	0.8	1.1	-50.5	-3.2	0.8	0.8
CC(=C/C(=O)O)/C=C/c1ccc([N+](=O)[O-])cc1	-10.7	10.5	1	-13.8	1	1	25.9	-0.6	0.9	1.2
Cc1cc(C)nc(Nc2ncc(O)n2-c2ccccc2)n1	-6.7	6.9	1	-0.1	1	1	13.3	-3.6	0.9	0.9
N/C(=N\OC(=O)CCC1CCCC1)c1cccc([N+](=O)[O-])c1	-3.9	11.2	1	1.3	0.9	0.6	-14.7	1.1	0.9	0.8
CC(C)Cc1nc(N2CCOCC2)c(C#N)c2c1COC(C)(C)C2	-9.0	20.9	1	1.6	1	1.1	-1.7	-3.4	0.8	0.9
O=C(CCCSc1nc2ccccc2[nH]1)Nc1nnc(-c2ccccc2)o1	-14.4	-1.2	1	-10.1	0.9	1	2.7	-2.0	1	1
COC(=O)c1ccccc1C(=O)N1CCOCCN(C(=O)c2ccccc2C(=O)OC)CCOCC1	-9.8	4.8	1.1	-4.1	1	1.1	-14.8	-6.2	1	1.1
COc1ccc2[nH]c(=O)c(CN(C)C(=O)COc3ccccc3)cc2c1	-9.8	20.8	1.1	-0.7	0.9	1.1	4.9	-8.0	0.8	0.9
Cn1cccc1C(=O)NC(=O)COC(=O)CC12CC3CC(CC(C3)C1)C2	-9.2	10.3	1.1	-2.1	0.9	1.1	5.8	-5.1	0.9	0.9
NC(=O)NC(=O)COC(=O)c1ccc(Cl)c(S(=O)(=O)N(Cc2ccccc2)c2ccc(Cl)cc2)c1	-18.1	25.6	1	0.9	0.8	1.1	1.1	-3.7	0.7	0.8
Cc1cc(-c2sccc2Br)nc(-n2cccc2)n1	-12.3	34.6	1	3.4	1.5	1.1	-1.8	-1.5	0.7	1.3
Cc1cc2cc(C(c3nnnn3CC3CCCO3)N3CCCc4ccccc43)c(=O)[nH]c2cc1C (configuration not stated)	-2.3	49.6	1	2.6	0.6	1	22.0	0.9	0.5	0.8
O=C(NNC1=Nc2cccc3cccc1c23)c1ccc(Br)cc1	-52.1	-24.3	0.8	-1.7	1.1	1	20.9	24.5	1.2	0.9
Cc1ccc(S(=O)(=O)NC(=NCC(=O)O)c2ccc(F)cc2)cc1	-14.2	11.6	1	-1.8	1	1.1	-1.0	-3.8	0.9	1
O=C1OCCC1Sc1nnnn1-c1ccc(Cl)cc1 (configuration not stated)	-3.6	20.6	1	3.1	0.8	0.6	8.0	-3.1	0.8	0.9
COc1ccc(S(=O)(=O)N2CCN(S(=O)(=O)c3ccc4c(c3)OCCO4)CC2)cc1	-14.6	11.1	1.1	1.3	1.1	1.1	3.1	-11.0	0.9	1
O=C1C(C2=NC(C(=O)O)C3C(=O)N(c4ccc(Cl)cc4)C(=O)C23)=C(O)c2ccccc21 (configuration not stated)	-12.4	8.3	1	-3.4	1	0.6	0.8	2.0	0.9	1
Cc1nc2ccc(NC(=O)N3CCC(c4ccccc4)C3)cc2nc1C (configuration not stated)	-7.0	20.7	1.1	-6.3	0.9	1.1	-40.0	-5.8	0.8	1
O=C(O)/C(=C\c1cccs1)c1ccccc1	-9.1	13.3	1	12.3*	1	1	6.8	-0.5	0.9	1
O=C(Nc1cnn(Cc2ccc(Cl)cc2)c1)c1ccc([N+](=O)[O-])cc1	-7.7	13.1	1	-3.4	1	1	11.4	-3.3	0.9	1
Cc1ccc2sc(NC(=O)CSc3nc(C)cc(C)c3C#N)nc2c1	-3.9	15.2	1	-2.9	0.9	0.9	8.1	-1.0	0.8	0.9
CC(C)(C)/C(COc1ccccc1[N+](=O)[O-])=N/O	-6.0	-4.4	1	0.6	0.9	1	3.9	-2.1	1	0.9
Cc1n[nH]c(C)c1S(=O)(=O)NCCc1ccc(Cl)cc1	60.7*	9.0	1	-1.9	1	1.1	-6.0	-3.2	0.9	1
O=C(CSCc1c(Cl)cccc1Cl)Nc1ccccc1C(=O)N1CCOCC1	-7.9	11.4	1	-8.5	1	1.1	-2.6	-2.2	0.9	1
S=C(NCc1ccc(Cl)cc1)NC1CCN(Cc2ccccc2)CC1	-25.4	4.6	1	1.9	1	1.1	-3.5	-4.9	1	1
COc1ccc(S(=O)(=O)N2CCCC(C(=O)N3CCCCCC3)C2)cc1 (configuration not stated)	-9.6	4.6	1	-6.0	0.9	1.1	-1.4	0.2	1	1

Screening results deposited in PubChem BioAssay by several laboratories.
